GSIS activator: primary screen for activators of insulin secretion dependent on glucose, INS-1E cells, GLuc reporter luminescence; INS-1E GLuc reporter insulin secretion, 2-3 h; AID 743287; activation, % at 16.6 µM; actives 0.61% (n = 370,000);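 active = lowest replicate activation of at least 40%, so every replicate reaches that level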;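 also: 0% = median of neutral control wells and 100% = median of IBMX positive control wells; some compounds called inactive have numbers as strong as hits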
ERAP1 inh: blocks human ERAP1 aminopeptidase activity. actives 0.15% (n = 340,000). recombinant ERAP1, Leu-AMC fluorescence, 60 min. inhibition, % at 10.7 µM. Q9NZ08;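 active = mean replicate inhibition of at least 30%, or all replicates individually reaching that 30% level; inactive = mean below 30% and not every replicate reaching it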;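 also: 0% = neutral control wells and 100% = L-leucinethiol positive control wells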
esBAF inh: blocks esBAF chromatin remodeling in mouse ES cells; actives 2% (n = 350,000); AID 602393; Bmi1-luciferase knock-in reporter, 24 h; 100% = twice the neutral-well signal; reporter increase, % at 12.5 µM; in the data active = activation above about 40%;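 also: 0% = median of the plate's neutral control wells and 100% = double that signal; a rise in the Bmi1 reporter signal indicates esBAF inhibition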
RAD54 branch: blocks human RAD54 Holliday junction branch migration; FAM/BHQ fluorescence; inhibition, % at 10.4 µM; actives 0.14% (n = 360,000);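 active = mean normalized replicate activity at least 40 and at least half of replicates scoring 40 or more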;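 also: 0% = median of neutral control wells and 100% = median of positive control wells; inhibitors cause a drop in the FAM fluorescence signal; in these data hits start at about 50%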
ARNT TACC3 PPI: ARNT/TACC3 interaction disruption; Q9Y6A5; AlphaScreen His-ARNT PAS-B/GST-TACC3 binding, luminescence; TACC3 fragment carries E629A point mutation; inhibition, % at 9.99 µM; actives 0.66% (n = 390,000); AID 623870;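 active = mean inhibition of replicates at least 50% and at least half of replicates each reaching 50%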;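 also: 0% = complete ARNT plus TACC3 wells and 100% = ARNT alone without TACC3; many hits fall short of the cut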
Xi reactivation: reactivates the inactive X chromosome in mouse fibroblasts | XiGFP mouse fibroblasts, % GFP-positive cells imaging, 3 d; cells co-treated with 5-aza-dC sensitizer; scaled so ellipticine positive control = 100% | activation, % at 7.58 µM | actives 0.055% (n = 360,000) | AID 743238;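 active = mean normalized replicate activation at least 10% and every replicate at or above 10%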;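 also: 0% = median of on-plate neutral control wells and 100% = ellipticine 6 µM median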
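Material: SV40-immortalized XiGFP fibroblast cells, line 68-5-11 | Buffer or medium: DMEM containing 5-aza-dC | Dosing: One concentration, pinned | Times: 3 d treatment, 15 min room-temperature fixation | Controls: Ellipticine 6 µM positive control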
F508del corr: correctors of CFTR F508del function in bronchial epithelial cells; actives 0.36% (n = 350,000); AID 720511; activity (quench increase), % at 7.58 µM; CFBE cells, YFP halide quenching; stimulated with forskolin plus potentiator P3; % fluorescence drop versus neutral controls;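 active = mean added fluorescence quench of at least 8% versus neutral control, with both replicates also reaching 8%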;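 also: cells transiently co-express mutant CFTR-F508del with the halide-sensitive YFP; corrector assay measuring rescue of mutant channel to the surface after 24 h compound exposure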
RAD52 anneal inh: blocks human RAD52 DNA annealing | P43351 | recombinant RAD52 DNA annealing, FRET fluorescence | actives 0.46% (n = 360,000) | inhibition, % at 18.7 µM | AID 651710;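 active = every replicate showing at least 50% inhibition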
Target sequence (P43351 whole entry, looked up): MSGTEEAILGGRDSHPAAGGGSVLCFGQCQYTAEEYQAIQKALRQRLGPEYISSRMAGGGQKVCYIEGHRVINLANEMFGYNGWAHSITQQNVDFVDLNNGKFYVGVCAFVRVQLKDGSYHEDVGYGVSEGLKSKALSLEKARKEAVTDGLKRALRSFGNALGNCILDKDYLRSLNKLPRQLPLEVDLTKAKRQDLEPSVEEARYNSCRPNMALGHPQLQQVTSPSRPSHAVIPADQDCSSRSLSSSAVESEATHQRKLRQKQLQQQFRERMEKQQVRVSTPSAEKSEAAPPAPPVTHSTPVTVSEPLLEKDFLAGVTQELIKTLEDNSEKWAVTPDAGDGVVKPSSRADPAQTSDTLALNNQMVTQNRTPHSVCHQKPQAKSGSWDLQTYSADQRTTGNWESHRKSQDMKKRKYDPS
* hit, by the source's call; . = not tested or not shown; & = joins results of further samples.

SMILES | GSIS activator | ERAP1 inh | esBAF inh | RAD54 branch | ARNT TACC3 PPI | Xi reactivation | F508del corr | RAD52 anneal inh
COC(=O)C[C@H]1CC[C@H]2[C@@H](COc3ccc(NC(=O)c4cc(F)cc(F)c4)cc3C(=O)N2C)O1 | -5 | . | 2 | 4 | -5 | -0.1 | -1.8 | .
CCOC(=O)Cn1c(=O)oc2ccc(C)cc21 | 22 | 4 | . | . | -16 | 0.1 | 0.0 | -12
Cn1c(N)c(C#N)c2c(c1=S)CSC(C)(C)C2 | 19 | . | -3 | 1 | 1 | . | . | .
O=C(C[C@@H]1C=C[C@H](NC(=O)Nc2ccc(C(F)(F)F)cc2)[C@H](CO)O1)NCc1ccccn1 | 2 | -1 | 3 | -3 | 15 | 0.1 | -0.9 | -66
O=C(Nc1ccc(Cl)cc1F)c1cc(S(=O)(=O)N2CCCCC2)ccc1F | 9 | . | 11 | -2 | -7 | 0.0 | . | .
COc1ccccc1-c1nn(Cc2ccccc2)cc1C(=O)NCC(c1ccco1)N1CCCC1 (stereo unspecified) | 7 | 1 | -2 | 2 | -1 | 1.3 | -1.6 | -22
O=C1NC[C@H](CCCCN2C[C@H](Cc3ccc(O)cc3)N(Cc3ccccc3)C(=O)C2=O)N(CCc2ccccc2)C1=O | 9 | -6 | . | . | . | -0.2 | 2.6 | 2
C[C@H](O)C#Cc1ccc2c(c1)O[C@H](CN(C)CC1CCOCC1)[C@@H](C)CN([C@H](C)CO)S2(=O)=O | 5 | -3 | 1 | -2 | -2 | -0.8 | -0.6 | -2
O=C(COc1ccc(S(=O)(=O)NC2CCCCC2)cc1Cl)NCc1ccc2c(c1)OCO2 | -32 | 1 | -6 | -3 | -5 | . | -1.4 | -14
C[C@H]1CN([C@@H](C)CO)S(=O)(=O)c2ccc(C#CC3CC3)cc2O[C@H]1CN(C)C(=O)c1ccccn1 | -5 | 1 | -2 | 10 | -1 | -0.3 | 1.3 | -1
C[C@@H]1CN([C@H](C)CO)C(=O)c2cccc(NC(=O)C3CCCCC3)c2O[C@@H]1CN(C)CC1CC1 | 13 | 0 | 1 | 2 | -4 | -1.2 | 0.3 | -5
O=C1NC(=O)C(=Cc2ccco2)S1 | 30 | 5 | . | -3 | -8 | 0.1 | -0.2 | -43
Cc1ccccc1C1c2[nH]c3ccccc3c2C[C@H]2C(=O)N(c3ccccc3C(=O)NCCCN3CCOCC3)C(=O)N12 (stereo partly specified) | -14 | 2 | 9 | 0 | -29 | . | 2.0 | -16
CCOC(=O)[C@@H]1[C@H]2COc3ccc(Br)cc3[C@@H]2N2C(=O)N(c3ccc(OC)cc3)C(=O)[C@@]12C | -13 | 1 | -4 | 4 | -3 | 0.0 | 2.6 | 4
Cc1noc(C)c1NC(=O)N(C)C[C@@H]1OCCCC[C@@H](C)Oc2ccc(NC(=O)c3ccncc3)cc2C(=O)N([C@H](C)CO)C[C@H]1C | 2 | 0 | 6 | 8 | -15 | -0.8 | -3.8 | -7
Cc1ccc(S(=O)(=O)NCCC(=O)NCC(c2cccs2)N(C)C)cc1 (stereo unspecified) | -4 | -1 | -1 | 3 | -5 | 0.0 | -4.5 | 4
CC(NC(=O)c1ccccc1Br)c1nnc(SCC(=O)NC2CCCCC2)n1C (stereo unspecified) | 10 | 1 | -8 | -5 | -3 | 0.1 | -0.9 | -1
CCOC(=O)[C@@H]1[C@H]2COc3cc(OC)ccc3[C@@H]2N2C(=O)N(c3ccc(Cl)cc3)C(=O)[C@]12C | -20 | 2 | 1 | 3 | -10 | 0.0 | 4.8 | -4
CN1C(=O)N(CC(=O)Nc2sccc2C(N)=O)C(=O)C12CCCCC2 | 6 | 1 | 4 | 6 | -4 | 0.1 | -3.1 | -2
NS(=O)(=O)c1ccc(CCNc2nc(CN3CCCCC3)nc3sc4c(c23)CCC4)cc1 | -4 | 0 | -3 | 28 | -2 | . | 2.8 | 29
C[C@@H]1CCCCO[C@H](CN(C)C(=O)Nc2ccc3c(c2)OCO3)[C@H](C)CN([C@@H](C)CO)C(=O)c2cc(NC(=O)Cc3ccccc3)ccc2O1 | -20 | . | -2 | 5 | -31 | -0.7 | 0.2 | .
Cc1noc(C)c1NC(=O)N(C)C[C@H]1Oc2ncc(C#CCN(C)C)cc2C(=O)N([C@H](C)CO)C[C@H]1C | 8 | -1 | -3 | 3 | -7 | 1.1 | -3.9 | -12
CCOC(=O)C1=CCC(C(C)(C)C)N(S(=O)(=O)c2ccc(C)cc2)C1 (stereo unspecified) | -1 | -4 | 5 | -11 | . | 0.2 | -1.0 | -4
Cc1ccc(C(=O)Nc2ccc(Cl)cn2)cc1 | -11 | 1 | -16 | 5 | 1 | . | 3.7 | -8

An excerpt of these results, with two lines to a compound.
Each structure is followed by: GSIS activator, ERAP1 inh, esBAF inh, RAD54 branch, ARNT TACC3 PPI, Xi reactivation, F508del corr, RAD52 anneal inh
Cc1ccccc1C1c2[nH]c3ccccc3c2C[C@H]2C(=O)N(c3ccccc3C(=O)NCCCN3CCOCC3)C(=O)N12 (stereo partly specified)
  -14, 2, 9, 0, -29, ., 2.0, -16
CCOC(=O)[C@@H]1[C@H]2COc3ccc(Br)cc3[C@@H]2N2C(=O)N(c3ccc(OC)cc3)C(=O)[C@@]12C
  -13, 1, -4, 4, -3, 0.0, 2.6, 4
Cc1noc(C)c1NC(=O)N(C)C[C@@H]1OCCCC[C@@H](C)Oc2ccc(NC(=O)c3ccncc3)cc2C(=O)N([C@H](C)CO)C[C@H]1C
  2, 0, 6, 8, -15, -0.8, -3.8, -7
Cc1ccc(S(=O)(=O)NCCC(=O)NCC(c2cccs2)N(C)C)cc1 (stereo unspecified)
  -4, -1, -1, 3, -5, 0.0, -4.5, 4
CC(NC(=O)c1ccccc1Br)c1nnc(SCC(=O)NC2CCCCC2)n1C (stereo unspecified)
  10, 1, -8, -5, -3, 0.1, -0.9, -1
CCOC(=O)[C@@H]1[C@H]2COc3cc(OC)ccc3[C@@H]2N2C(=O)N(c3ccc(Cl)cc3)C(=O)[C@]12C
  -20, 2, 1, 3, -10, 0.0, 4.8, -4
CN1C(=O)N(CC(=O)Nc2sccc2C(N)=O)C(=O)C12CCCCC2
  6, 1, 4, 6, -4, 0.1, -3.1, -2
NS(=O)(=O)c1ccc(CCNc2nc(CN3CCCCC3)nc3sc4c(c23)CCC4)cc1
  -4, 0, -3, 28, -2, ., 2.8, 29
C[C@@H]1CCCCO[C@H](CN(C)C(=O)Nc2ccc3c(c2)OCO3)[C@H](C)CN([C@@H](C)CO)C(=O)c2cc(NC(=O)Cc3ccccc3)ccc2O1
  -20, ., -2, 5, -31, -0.7, 0.2, .

Continued.
SMILES | GSIS activator | ERAP1 inh | esBAF inh | RAD54 branch | ARNT TACC3 PPI | Xi reactivation | F508del corr | RAD52 anneal inh
COCC#Cc1ccc([C@@H]2[C@@H](CO)N3CCCCN(S(=O)(=O)c4ccccc4F)C[C@@H]23)cc1 | . | 1 | 2 | -11 | -2 | . | -2.3 | -24
CSCCC(NC(=O)c1ccc([N+](=O)[O-])cc1Cl)C(=O)OCC(=O)N1CCN(C(C)=O)CC1 (stereo unspecified) | 2 | 4 | 6 | 3 | -1 | 0.1 | -2.8 | -2
CC(C)NC(=O)Nc1ccc2c(c1)C(=O)N([C@H](C)CO)C[C@H](C)[C@@H](CN(C)C(=O)Nc1ccc(C(F)(F)F)cc1)O2 | -11&-22 | 2&5 | -5&3 | 4&-1 | 0&-5 | 0.6&-0.1 | 0.9&-0.3 | -2&-9
Cc1cc(C)c(C(=O)CN2C(=O)NC3(CCCCCC3)C2=O)cc1C | -1 | -1 | . | . | -8 | 0.0 | -1.7 | -5
O=C(c1ccncc1)N1CC[C@H]2[C@H](CO)Nc3ccc(-c4ccccc4)cc3[C@H]21 | 5 | 1 | -2 | 10 | 3 | 0.0 | 1.8 | 4
COCC(=O)Nc1ccc2c(c1)C(=O)N(C)[C@H]1CC[C@H](CC(=O)NCc3ccccc3Cl)O[C@@H]1CO2 | 3 | . | -3 | 4 | 10 | 0.2 | 0.3 | .
O=C(CCS(=O)(=O)c1ccc(Br)cc1)NC1CCCC1 | 1 | 2 | -9 | 3 | 32 | . | -1.1 | -14
COc1ccc2c3c([nH]c2c1)[C@@H](CO)N(S(C)(=O)=O)CC31CCN(C(=O)Cc2cccnc2)CC1 | 13 | 0 | . | . | . | 0.5 | 0.5 | 3
COc1ccccc1NC(=O)NCCCl | 8 | . | 0 | -2 | -5 | . | . | .
Cc1ccnc(SCC(=O)O)n1 | 14 | . | -5 | 6 | -10 | . | . | .
CCN(CC)CCNS(=O)(=O)c1ccc2[nH]cc(C(=O)O)c(=O)c2c1 | -5 | 0 | -7 | -11 | -2 | . | 1.8 | -2
CCCc1cc(=O)[nH]c(SCC(=O)Nc2cc(S(=O)(=O)N(CC)c3ccccc3)ccc2Cl)n1 | -4 | -6 | -8 | -9 | -7 | -0.1 | -0.7 | -13
COCC#Cc1ccc2c(c1)O[C@H](CN(C)C(=O)C1CCCCC1)[C@@H](C)CN([C@@H](C)CO)S2(=O)=O | 10 | 6 | 1 | -8 | -6 | -0.3 | 0.0 | -7
COc1ccc(S(=O)(=O)N2CCN(Cc3cccc(OC)c3)CC2)cc1 | -4 | 0 | 1 | -2 | 2 | -0.1 | -2.4 | -11
O=C(Nc1ccc(F)c(Cl)c1)c1ccc2nc([C@@H]3O[C@H](CO)[C@H](O)[C@H](O)[C@H]3O)[nH]c2c1 | 17 | 0 | 6 | 4 | . | 0.2 | -0.5 | -17
CO[C@H]1CN(C)C(=O)c2ccc(NC(=O)C3CCCC3)cc2OC[C@@H](C)N(S(C)(=O)=O)C[C@@H]1C | 9 | . | -3 | -4 | -5 | 0.9 | 0.4 | 3
Cc1n[nH]c(C)c1CCC(=O)N/N=C/c1c[nH]c2ccccc12 | -20 | 9 | . | 7 | 4 | -0.1 | -0.1 | -7
C[C@@H]1CN([C@H](C)CO)S(=O)(=O)c2ccc(C#Cc3ccncc3)cc2O[C@@H]1CN(C)S(=O)(=O)c1ccc(F)cc1 | -14 | 0 | 12 | -5 | -1 | 0.0 | 0.7 | -24
Cn1c2nc3ccccc3c-2nc2ccccc21 | . | -2 | 54* | 8 | . | 0.1 | 0.5 | -2
CC1CCCC(C)N1C(=O)COC(=O)C(Cc1ccccc1)NC(=O)c1cccs1 (stereo unspecified) | -4 | -4 | . | . | -36 | 0.0 | 2.4 | -3
N#C/C(=C\c1ccc(Cl)c([N+](=O)[O-])c1)c1ccccn1 | 2 | . | . | . | -1 | 0.4 | 0.2 | -11
O=C1N=C2N(CCN3CCCCC3)c3ccccc3N2/C1=C\c1ccc([N+](=O)[O-])s1 | 15 | 1 | . | . | -3 | 0.1 | -0.3 | -6
CO[C@@H]1CN(C)C(=O)c2ccc(NC(=O)c3ccccc3)cc2OC[C@@H](C)N(C)C[C@@H]1C | -2 | 1 | 1 | 7 | -10 | 0.0 | . | 4
Oc1cccc(/C=N/N(Cc2ccccc2)c2ccccc2)c1 | 9 | -2 | . | . | 15 | 0.0 | -0.5 | -28
CC(C)CCNC(=O)NC(=O)CSc1nnc2ccccn12 | 16 | . | 2 | 2 | -6 | . | . | .
COc1ccc(CNC(=O)c2nn(-c3ccccc3)cc2OC)cc1 | -1 | -1 | 5 | -5 | . | 0.0 | -0.5 | 5
Cc1ccccc1-c1ccc([C@@H]2[C@H](CO)N3CCCCN(S(=O)(=O)c4ccc(F)cc4)C[C@@H]23)cc1 | -17 | . | -4 | 7 | 13 | 0.5 | -2.1 | .
CC(C)C#Cc1ccc2c(c1)O[C@@H](CN(C)C(=O)C1CC1)[C@@H](C)CN([C@@H](C)CO)S2(=O)=O | -7 | 1 | 8 | -2 | 0 | 0.3 | 1.1 | -1
O=C(Nc1cccc(F)c1)NC1CCN(Cc2ccccc2)CC1 | 4 | -5 | -3 | -5 | -18 | 0.5 | . | -1
